Source: PubChem
APEX1 inh – blocks human APE1 abasic DNA cleavage; P27695; recombinant APE1, TAMRA/BHQ-2 abasic DNA cleavage fluorescence; actives 0.35% (n = 350,000); Potency, µM (highest dose often 65.8 µM), for inactives: at the top dose activity change, negative = inhibition, actives largely listed as inhibitors;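 note: potency is the fitted concentration of half-maximal effect; plate controls were vehicle for no effect and reference inhibitor for full effect; nearly all actives have a fitted effect of over 55% in size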
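Activity was derived from the fluorescence gain between first and third kinetic reads (60 s intervals, ex 525/em 598 nm) after 50 nM THF-abasic TAMRA/BHQ-2 duplex was added to 0.75 nM APE1 preincubated 15 min with compound.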
POLH inh – inhibitors of human DNA polymerase eta. Potency, µM (top dose mostly 114 µM), without a hit: at the highest dose activity change, negative = inhibition, actives largely listed as inhibitors. recombinant Pol eta, fluorescent DNA replication assay. actives 1.2% (n = 390,000); note: potency is the fitted concentration of half-maximal effect; % is set by controls: 0 for no effect and ±100 for the full control effect
Target sequence (Q9Y253 whole entry, looked up): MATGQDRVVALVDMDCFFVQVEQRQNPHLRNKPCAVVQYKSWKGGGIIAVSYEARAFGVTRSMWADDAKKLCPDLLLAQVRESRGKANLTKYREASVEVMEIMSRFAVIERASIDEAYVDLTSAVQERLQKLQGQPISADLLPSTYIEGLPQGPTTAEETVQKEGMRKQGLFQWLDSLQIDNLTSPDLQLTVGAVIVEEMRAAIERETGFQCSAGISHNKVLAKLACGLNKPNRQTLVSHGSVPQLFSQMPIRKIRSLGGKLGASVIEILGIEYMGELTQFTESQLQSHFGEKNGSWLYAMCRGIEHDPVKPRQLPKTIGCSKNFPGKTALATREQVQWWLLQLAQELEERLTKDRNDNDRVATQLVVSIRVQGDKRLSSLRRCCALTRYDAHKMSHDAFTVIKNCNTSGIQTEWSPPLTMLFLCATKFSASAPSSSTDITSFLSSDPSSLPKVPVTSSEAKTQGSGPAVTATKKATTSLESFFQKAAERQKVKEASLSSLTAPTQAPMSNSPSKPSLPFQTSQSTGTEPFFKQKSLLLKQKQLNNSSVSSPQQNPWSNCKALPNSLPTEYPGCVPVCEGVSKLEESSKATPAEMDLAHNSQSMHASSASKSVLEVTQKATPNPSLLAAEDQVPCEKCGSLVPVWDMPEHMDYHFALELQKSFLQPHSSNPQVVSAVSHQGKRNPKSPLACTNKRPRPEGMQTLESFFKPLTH
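Pol eta at 10 nM preincubated with compounds 15 min at room temperature; reaction started with fluorescent substrate (50 nM final) and read kinetically at 0 and 10 min.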
POLK inh – DNA polymerase kappa (human) inhibition. purified Pol kappa, fluorescent DNA synthesis assay, 10 min. Potency, µM (highest dose often 107 µM), without a hit: top-dose activity, negative = inhibition, usual class: inhibitors. actives 0.53% (n = 400,000). AID 588579; note: potency is the fitted concentration of half-maximal effect; % is set by controls: 0 for no effect and ±100 for the full control effect
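Kinetic fluorescence screen: compound preincubated 15 min RT with 10 nM enzyme; 50 nM substrate (final) initiates; reads at 0/10 min.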
ERG-DNA inh – blocks human ERG Ets domain binding to DNA | P11308 | fluorescence polarization, His-ERG Ets domain / labelled DNA | Potency, µM (doses to about 76.9 µM), inactives show at the top dose FP activity, negative = inhibition, actives largely listed as inhibitors | actives 0.028% (n = 370,000); active = well fitted inhibition curve with a large enough effect in the polarisation, with a control signal flat; inconclusive = small, poorly fitted or top-dose-only effect, or effect the other way, or a change in a side signal; inactive = no such curve, though single readings can be large or run the other way; the % refers to the polarisation;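 note: polarization taken with two DNA probes labelled with fluorescein and Texas red; potency is the fitted concentration of half-maximal effect; % of control where 0% means no effect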
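His-tagged ERG Ets domain (1 uM in the protein solution; 300mM KCl, 50mM Tris-HCl, 1mM EDTA, 1mM DTT, pH 7.5) received compound, then a probe mix of 5 nM fluorescein-DNA and 100nM Texas-615-DNA. Fluorescence polarization was read for both dyes.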
Pol beta inh – DNA polymerase beta (human) inhibition; AID 485314; Pol beta primer extension/strand displacement, fluorescence kinetic; actives 1.3% (n = 340,000); Potency, µM (doses to about 114 µM), without a hit: top-dose activity change, negative = inhibition, actives largely listed as inhibitors; note: potency is the fitted concentration of half-maximal effect; % is set by controls: 0 for no effect and ±100 for the full control effect
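Pol beta (10 nM) was preincubated with compound for 15 min at room temperature. The reaction was then started with 50 nM substrate and read immediately and after a further 10 min at room temperature.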
ALOX12 inh – inhibitors of human 12S-lipoxygenase ALOX12. P18054. actives 1.1% (n = 580,000). purified 12hLO, xylenol orange hydroperoxide absorbance. Potency, µM (series often up to 108 µM), without a hit: top-dose activity change, negative = inhibition, actives largely listed as inhibitors. AID 1671190; note: potency is the fitted concentration of half-maximal effect; % is set by controls: 0 for no effect and ±100 for the full control effect
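Hydroperoxide product was detected by ferrous iron/xylenol orange as the 573 to 405 nm absorbance ratio. Arachidonic acid at 40 uM (final) was turned over for 30 min at room temperature by 150 nM human 12hLO, pH 7.0 Hepes buffer, after 15 min compound preincubation.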
LDHA inh – inhibitors of human lactate dehydrogenase A; P00338; purified LDHA, NADH/diaphorase-resazurin fluorescence; stronger effect = lower value; activity change, % (values are at about 110 or 230 µM); actives 0.15% (n = 480,000); in the data active = activity change below about -30%; inconclusive = mostly about -25% to -30%;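 note: plate controls were DMSO wells for no effect and wells without enzyme for full effect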
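Human LDH5 (2 nM) was incubated with 0.06 mM NADH and 0.2 mM pyruvate for 5 min at room temperature in Tris pH 7.4. Remaining NADH was coupled through diaphorase/resazurin, and resorufin fluorescence was read at 0 and 20 min.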
Apoferritin bind – binds horse apoferritin like a general anesthetic. AID 485281. actives 0.074% (n = 350,000). Potency, µM (series often up to 77.5 µM), inactives show at the top dose activity change, negative = displacement, usual class: inhibitors. P02791. apoferritin/1-aminoanthracene competitive binding, fluorescence; note: potency is the fitted concentration of half-maximal effect; % is set by controls: 0 for no effect and ±100 for the full control effect; nearly all actives have a fitted effect of over 20% in size
Target sequence (P02791 2-175 limits assumed): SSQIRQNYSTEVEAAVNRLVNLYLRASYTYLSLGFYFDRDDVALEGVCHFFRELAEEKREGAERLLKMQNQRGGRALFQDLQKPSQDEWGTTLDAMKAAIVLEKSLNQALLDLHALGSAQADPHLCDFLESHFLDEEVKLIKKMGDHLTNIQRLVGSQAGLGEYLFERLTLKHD
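Horse-spleen apoferritin (10 uM) in 50% saturated 1-aminoanthracene in PBS was incubated 10 min at room temperature with compound. Fluorescence (ex 380, em 535 nm) was normalized to free and bound 1-AMA, with concentration-response fitted by a four-parameter Hill equation.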
RGS4 inh – inhibitors of human regulator of G protein signaling 4; actives 0.039% (n = 390,000); Potency, µM (titrated, usually from 114 µM), for inactives: top-dose activity change, negative = inhibition, hits mostly inhibitors; Transcreener GDP fluorescence polarization, RGS4-accelerated GTP hydrolysis; P49798; note: potency is the fitted concentration of half-maximal effect; % is set by controls: 0 for no effect and ±100 for the full control effect; nearly all actives have a fitted effect of over 75% in size; some results filed as inactive show a strong effect at the top dose
Target sequence (P49798 whole entry, looked up): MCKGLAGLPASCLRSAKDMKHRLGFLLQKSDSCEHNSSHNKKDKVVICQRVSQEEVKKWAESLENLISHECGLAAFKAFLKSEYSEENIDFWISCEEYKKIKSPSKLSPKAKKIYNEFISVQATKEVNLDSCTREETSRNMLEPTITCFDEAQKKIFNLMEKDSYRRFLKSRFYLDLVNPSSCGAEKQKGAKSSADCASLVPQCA
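MLSMR compounds (23 nl, pin-transferred) preincubated 10 min at room temperature with a 500nM (2x) first reagent, then RGS4 at 900nM (2x) plus Transcreener GDP mix added; fluorescence polarization (620/688 nm) read before and after 90 min at 30 °C.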
Numbers without * were called inactive; i = inactive; u = inconclusive; x = not tested or not shown; [ ] = remark or other dose. Unless noted, calls come from the whole dose curve; as a rule, active = well fitted curve in the direction sought with a large enough effect; inconclusive = small, poorly fitted or top-dose-only effect, or another doubt; inactive = no such curve, though single readings can be large; an effect the other way counts as inactive or inconclusive. Not all compounds are listed, so the mix of outcomes need not match the whole.

SMILES	APEX1 inh	POLH inh	POLK inh	ERG-DNA inh	Pol beta inh	ALOX12 inh	LDHA inh	Apoferritin bind	RGS4 inh
CCOc1ccccc1NC(=O)CSc1nnc(CNC(=O)c2c(F)cccc2Cl)o1	15%	-13%	3%	-1%	-21%	22%	-1	-18%	-6%
CCOC(=O)c1c(-n2cnnn2)sc(C)c1C	-3%	-3%	-16%	-4%	15%	-32%	-1	-13%	u
COc1cccc(-c2csc(N3CCN(C(=S)NCC(C)C)CC3)n2)c1	9%	-11%	-16%	5%	-25%	-28%	-1	-10%	-27%
CCOC(=O)N1CCN(C2OC(=O)c3ccccc32)CC1 (centres undefined)	-2%	4%	-17%	-6%	u	0%	0	2%	18%
C=CCn1c(O)c(CN2CCOCC2)c(C)c(C#N)c1=O	-3%	-4%	-1%	6%	42%[activator]	x	18	-8%	-49%
Cc1cccc(OCc2nnc(SCC(=O)Nc3ccc(C)c(C)c3)o2)c1	-1%	11%	-2%	x	-3%	6%[57.4 µM]	-8	6%	-26%
O=C(CNS(=O)(=O)c1ccc(Br)cc1)N1CCOCC1	-1%	-11%	-13%	-2%	27%	5%	-2	-4%	-5%
COc1ccc(CCNC(=S)NC(=O)c2cc(OC)c(OC)c(OC)c2)cc1OC	1%	-24%	5%	15%	2%	0%	0	-6%	-23%
Nc1nc(-c2ccccc2)c(N=Nc2cccnc2)s1	3%	-21%	3%	2%	-25%	-23%	-4	-10%	0%
COc1ccc(CCNC(=O)CCCCCn2c(=O)[nH]c3cc(OC)c(OC)cc3c2=O)cc1OC	x	-11%	10%	2%	10%	-19%	1	0%	-29%
Cc1ccc(NC(=O)Cc2cn(C)c3ccccc23)cc1F	-3%	-15%	-5%[60.1 µM]	5%	-25%	0%	3	-5%	8%
OCCCc1cn(Cc2ccccc2)c2ccccc12	-10%	-25%	-11%	-1%	u	-20%	-3	-11%	-16%
COc1cccc(C(=O)Nc2cccnc2)c1	25%	-17%	-22%	-5%	1%	9%	-3	-2%	23%
Cc1cccc(C)c1NC(=O)COC(=O)CN1C(=O)C2CCCCC2C1=O (centres undefined)	28%	-8%	-4%	0%	x	8%	-8	x	13%
CCCCn1nc(NC(=O)COC)c2cc3cc(OC)ccc3nc21	5%	-12%	-11%	-2%	39%	7%	3	83%[activator]	13%
COc1ccc(S(=O)(=O)N(CC(=O)Nc2cc(Cl)ccc2C)Cc2ccccc2)cc1OC	x	-18%	4%	0%	-10%	0%	0	80%[activator]	-11%
CCn1c(CSCc2c(Cl)cccc2Cl)n[nH]c1=S	u	-14%	-15%	-1%	1%	u	-10	u	u
COc1ccccc1NS(=O)(=O)c1cc(NC(C)=O)ccc1N1CCCCC1	-5%	-6%	-17%	2%	2%	u	0	-15%	-36%
CCOC(=O)c1sc(=NC(=O)c2cccc(OC)c2)n(C)c1C	-4%	-3%	-7%[60.1 µM]	x	0%	4%	0	-10%	14%
COc1ccc(-c2nc(NC(=O)Cn3ccc(C(F)(F)F)n3)sc2C)cc1	-8%	-12%	-14%	17%	-3%	143%[activator]	5	u	8%
O=C1C=C(c2ccc3c(c2)OCO3)C[C@@H](c2ccc3c(c2)OCO3)C1	-7%	7%	-13%	-10%	x	-14%	0	x	19%
N[C@@](C(=O)O)(c1ccc(P(=O)(O)O)cc1)C1CC1	-2%	x	-5%[19.4 µM]	x	x	0%	x	x	i
Cn1c(C(=O)NCc2ccco2)cc2c(=O)[nH]c3ccccc3c21	8%	-1%	-5%	8%	24%	0%	-7	-8%	10%
Cc1ccc(-n2ncc3c(=O)n(CC(=O)NCc4ccco4)cnc32)cc1	9%	-11%	-10%	-14%	-13%	-16%	-6	1%	-14%
Cc1ccc(S(=O)(=O)CCCS(=O)(=O)c2ccc(C)cc2)cc1	-3%	6%	-13%	5%	18%	-23%	-4	-14%	8%

One compound at a time, from the list above. Order of values: APEX1 inh | POLH inh | POLK inh | ERG-DNA inh | Pol beta inh | ALOX12 inh | LDHA inh | Apoferritin bind | RGS4 inh
Cn1c(C(=O)NCc2ccco2)cc2c(=O)[nH]c3ccccc3c21 reads 8% | -1% | -5% | 8% | 24% | 0% | -7 | -8% | 10%
COc1ccc(CCNC(=O)CCCCCn2c(=O)[nH]c3cc(OC)c(OC)cc3c2=O)cc1OC reads x | -11% | 10% | 2% | 10% | -19% | 1 | 0% | -29%
Nc1nc(-c2ccccc2)c(N=Nc2cccnc2)s1 reads 3% | -21% | 3% | 2% | -25% | -23% | -4 | -10% | 0%
CCOc1ccccc1NC(=O)CSc1nnc(CNC(=O)c2c(F)cccc2Cl)o1 reads 15% | -13% | 3% | -1% | -21% | 22% | -1 | -18% | -6%

Next part.
SMILES	APEX1 inh	POLH inh	POLK inh	ERG-DNA inh	Pol beta inh	ALOX12 inh	LDHA inh	Apoferritin bind	RGS4 inh
COc1ccc(NC(=O)COc2ccccc2C)cc1S(=O)(=O)N1CCCCC1	-1%	-21%	-20%	-7%	x	u	-6	x	1%
COC(=O)Cn1nnc(-c2cccc(OC)c2)n1	-2%	-2%	0%	x	18%	8%[57.4 µM]	-3	-14%	-13%
Cn1c(C(=O)N2CCCC(C(=O)N3CCN(c4ccccc4)CC3)C2)cc2sccc21 (centres undefined)	x	-13%	-9%	-1%	0%	-9%	-1	-5%	-20%
CN(CC(=O)Nc1ccccc1Cl)C(=O)COC(=O)C1CC1	17%	-15%	-5%	2%	x	-1%	-10	x	1%
N#CCSc1nnc(-c2c[nH]c3ccccc23)o1	0%	-20%	-5%	10%	21%	x	1	u	10%
Cc1ccccc1C(=O)c1cn[nH]c1-c1ccccc1O	-16%	-19%	-5%	0%	33%	13%	-3	-1%	-26%
COc1ccc(CCNC(=O)c2cc3sc(Cl)cc3n2C)cc1OC	-6%	-9%	-15%	2%	-11%	-4%	1	2%	5%
Cc1ccc(NC(=O)c2noc(C(C)C)c2[N+](=O)[O-])cc1	2%	-27%	-9%	-4%	11%	-8%	-3	u	-6%
O=c1nc(N/N=C/c2c[nH]c3ccccc23)cn[nH]1	-3%	-25%	-5%	-4%	-17%	13%	-1	-12%	13%
CCCCCCCCCCCCCCCCCC(=O)OC(CC(=O)O)C[N+](C)(C)C (centres undefined)	-6%	-5%[57.1 µM]	-9%[60.1 µM]	x	5%[57.1 µM]	x	x	x	-3%[56.9 µM]
CC(=O)Nc1ccccc1C(=O)N1CCN(Cc2ccccc2)CC1	3%	-17%	-1%	-7%	2%	-2%	0	-1%	-14%[56.9 µM]
COC(CNc1cc(=O)oc2ccccc12)OC	-4%	-2%	-3%	0%	11%	-16%	-2	-3%	21%
CCN(CC)C1CCN(C(=O)c2cc(COc3cccc4cccnc34)on2)C1 (centres undefined)	10%	-13%	14%	5%	4%	6%	-1	u	9%[11.4 µM]
CCOc1nc2cnccc2n(CC(=O)Nc2ccc(C)c(C)c2)c1=O	19%	-2%	-2%	-7%	8%	1%	0	1%	15%
CCCCn1c(N)c(N(CC(C)C)C(=O)C2=NN(c3cc(C)ccc3C)C(=O)CC2)c(=O)[nH]c1=O	1%	10%	-25%	3%	x	u	1	x	21%
O=C(CCN1C(=O)c2ccccc2S1(=O)=O)NCc1ccccc1	4%	-19%	0%	2%	x	5%	-6	x	-10%
CCCNC(=O)COc1coc(CN2CCN(Cc3ccccc3)CC2)cc1=O	33%[activator]	-4%	8%	-5%	83%	2%	-2	-5%	17%
CC1CC(C)CN(S(=O)(=O)c2cccc3nsnc23)C1 (centres undefined)	3%	-2%	-4%	-6%	u	-2%	-7	-8%	-7%
Cc1ccc(/C=N/NC(=O)c2cc3ccccc3cc2O)o1	33%[activator]	u	u	17%	u	u	10	-17%	u
CC(=O)c1c(C)[nH]c(C(=O)COC(=O)CCNS(=O)(=O)c2ccc(C)c(C)c2)c1C	1%	1%	-28%	1%	x	148%[activator]	3	x	36%
CCn1nc(C)c(CCN(C)C(=O)Nc2ccc(C)c(Cl)c2)c1C	x	-19%	-5%[60.1 µM]	0%	1%	-14%	-11	35%[activator]	-6%
c1ccc(-n2ncc3c(NCc4ccc5c(c4)OCO5)ncnc32)cc1	7%	-6%	-4%	1%	16%	3%	-10	u	17%
CNc1ccc(Br)cc(C(=O)/C=C/c2cccc(Cl)c2Cl)c1=O	-4%	45µM*	45µM*	5%	14µM*	6.3µM*	8	-10%	u
CCOC(=O)C1CCCN(CCC(=O)Nc2ccc(OC)cc2OC)C1 (centres undefined)	x	-7%	0%	3%	1%	-5%	-7	-1%	4%
CCc1nc(SCC(=O)N2CCN(c3ccccc3)CC2)c2oc3ccccc3c2n1	-5%	-6%	-15%	-14%	0%	6%	-12	u	6%
Cc1ccc(S(=O)(=O)N2CCC(C(=O)Nc3ccc(N4CCOCC4)cc3)CC2)cc1C	7%	-13%	-19%	-12%	x	u	-4	x	-36%
CN(Cc1ccccc1)S(=O)(=O)c1ccc(OCC(=O)NCc2cccnc2)cc1	82%[activator]	-21%	2%	-3%	2%	-1%	-4	-3%	-19%
COc1ccc(-c2cc(-c3ccccc3)nc(SCC(=O)Nc3ccccc3C)c2C#N)cc1	x	-7%	-12%	1%	50%	-2%	-9	-4%	u
CCc1ccc(NCc2cc3ccc(OC)cc3n(CC(=O)Nc3ccccc3C)c2=O)cc1	x	0%	-6%	-6%	1%	-14%	-9	-5%	16%
